Screens (PubChem BioAssay)
SENP8 block-1 – SENP8 protease inhibitors, primary screen, biochemical, luminescence | AID 2540, 2010 | Sentrin-specific protease 8 (Homo sapiens), Q96LD8 | inhibition, % at 10 µM | 330,000 tested, 1.2% active | purified SENP8, Z-RLRGG-aminoluciferin cleavage; in the data active = inhibition above about 50%
SENP6 block – SENP6 protease inhibitors, primary screen, biochemical, luminescence, uHTS. Recombinant SENP6 catalytic domain, aminoluciferin luminescence. Sentrin-specific protease 6 (Homo sapiens), Q9GZR1. 330,000 tested, 1.8% active. inhibition, % at 10 µM;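 active = inhibition above about 50% at the single tested dose, limit read from the data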;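 note: plate controls were DMSO wells with enzyme for no effect and DMSO wells lacking enzyme for full effect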
A3G deaminase – APOBEC3G DNA deaminase inhibitors, primary screen, biochemical, fluorescence, single-stranded DNA substrate, uHTS. DNA dC->dU-editing enzyme APOBEC-3G (Homo sapiens), Q9HC16. inhibition, % at 20 µM. recombinant A3G, ssDNA deamination FAM/TAMRA fluorescence. 330,000 tested, 0.28% active;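 active = inhibition of at least 40% at 20 µM, with no more than 30% in the related APOBEC3A deaminase screen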;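 note: plate controls were DMSO wells with A3G for no effect and wells lacking A3G enzyme for full effect; some compounds called inactive have numbers as strong as hits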
SENP1 inh – human SENP1 catalytic domain inhibitors, primary screen, biochemical, FRET, uHTS; recombinant SENP1 catalytic domain, CyPet-SUMO1-YPet FRET cleavage; inhibition, % at 10 µM; 360,000 tested, 0.21% active; AID 624204, 2012;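 active = inhibition at least 30% at 10 µM, raw YFP signal under a set limit, fluorescence ratio 0.5 to 1.5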;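 note: 0% = enzyme with DMSO and 100% = no enzyme wells; some results filed as inactive read as strong as hits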
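system = hSENP1 catalytic domain, recombinant | reagent = SFCypet-SUMO1-SFYpet substrate at 25 nM | doses = one dose per compound, 10 µM, 0.5% DMSO | incubation = enzyme reaction for 50 min at room temperature, dark | measured by = FRET, CFP and YFP emission | controls = no-enzyme low, enzyme-DMSO high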
UBC13 polyUb – UBC13 polyubiquitin chain formation inhibitors, primary screen, biochemical, TR-FRET, uHTS; Ubiquitin-conjugating enzyme E2 N (Homo sapiens), P61088; inhibition, % at 20 µM; 330,000 tested, 0.47% active; AID 485273, 2010; in the data active = inhibition above about 45%, passing the limit was not always enough
SENP8 block-2 – human SENP8 protease inhibitors, primary screen, biochemical, fluorescence, Nedd8 protein substrate, uHTS; recombinant SENP8; inhibition, % at 20 µM; 360,000 tested, 0.64% active; AID 602440, 2012; in the data active = inhibition mostly above about 40%, no sharp cut-off; inactive = mostly below about 27%
SENP7 block – SENP7 protease inhibitors, primary screen, biochemical, luminescence, uHTS; Sentrin-specific protease 7 (Homo sapiens), Q9BQF6; recombinant SENP7, Z-RLRGG-aminoluciferin luminescence, 40 min; inhibition, % at 5 µM; 330,000 tested, 1.5% active;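 active = inhibition above about 50% at the single test dose, limit read from the data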;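 note: plate controls were DMSO with enzyme for no effect and no enzyme buffer wells for full effect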
Apaf1 inhib – inhibitors of human Apaf-1 apoptosome, primary screen, biochemical, DEVD-Rh110 fluorescence, uHTS; AID 489030, 2010; inhibition, % at 20 µM; 330,000 tested, 0.71% active; reconstituted apoptosome caspase-3 activity; active = inhibition of at least 40% at 20 µM;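 note: plate controls were DMSO wells for no effect and DEVD-CHO caspase inhibitor wells for full effect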
Target sequence (O14727 whole entry, looked up): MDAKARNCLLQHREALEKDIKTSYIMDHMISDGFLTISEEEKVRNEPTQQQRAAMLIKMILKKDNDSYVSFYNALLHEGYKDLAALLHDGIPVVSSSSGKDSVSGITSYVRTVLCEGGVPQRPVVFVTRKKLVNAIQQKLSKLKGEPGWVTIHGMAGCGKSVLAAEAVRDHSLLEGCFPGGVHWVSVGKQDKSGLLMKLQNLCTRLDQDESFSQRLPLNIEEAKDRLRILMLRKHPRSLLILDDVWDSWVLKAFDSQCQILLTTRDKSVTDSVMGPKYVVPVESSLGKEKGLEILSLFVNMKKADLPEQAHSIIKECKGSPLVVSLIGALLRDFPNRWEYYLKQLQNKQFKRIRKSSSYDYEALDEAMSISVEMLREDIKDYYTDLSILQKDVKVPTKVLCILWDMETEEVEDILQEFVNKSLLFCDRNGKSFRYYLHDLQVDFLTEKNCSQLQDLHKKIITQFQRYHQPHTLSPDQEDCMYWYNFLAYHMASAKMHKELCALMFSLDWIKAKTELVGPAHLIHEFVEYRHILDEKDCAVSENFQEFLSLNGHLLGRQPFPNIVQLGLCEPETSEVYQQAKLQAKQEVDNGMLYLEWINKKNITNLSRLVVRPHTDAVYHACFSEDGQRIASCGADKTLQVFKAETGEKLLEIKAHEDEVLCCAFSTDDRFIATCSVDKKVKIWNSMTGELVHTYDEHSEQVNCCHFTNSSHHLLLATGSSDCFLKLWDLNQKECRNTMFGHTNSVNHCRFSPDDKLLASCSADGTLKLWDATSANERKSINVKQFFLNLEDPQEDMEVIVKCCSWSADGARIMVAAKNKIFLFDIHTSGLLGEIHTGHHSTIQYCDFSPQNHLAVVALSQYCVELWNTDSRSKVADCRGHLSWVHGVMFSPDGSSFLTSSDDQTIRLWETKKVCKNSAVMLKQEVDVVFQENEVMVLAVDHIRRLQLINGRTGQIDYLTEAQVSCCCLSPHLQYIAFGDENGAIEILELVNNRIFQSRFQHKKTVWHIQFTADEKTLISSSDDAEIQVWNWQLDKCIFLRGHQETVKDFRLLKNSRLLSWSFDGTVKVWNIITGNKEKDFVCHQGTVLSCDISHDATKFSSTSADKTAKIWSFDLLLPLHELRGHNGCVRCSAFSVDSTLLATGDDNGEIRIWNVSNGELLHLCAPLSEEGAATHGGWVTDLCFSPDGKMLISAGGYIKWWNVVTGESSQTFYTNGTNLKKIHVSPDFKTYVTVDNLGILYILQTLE
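Assay system – apoptosome proteins · Medium – Hepes buffer, pH 7.5 · Also added – cytochrome c with DEVD-Rh110 · Timing – 30 min compound preincubation, 50 min activation, room temperature · Detection – Rh110 fluorescence, excitation 480 nm, emission 540 nm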
* hit, by the source's call.

SMILES	SENP8 block-1	SENP6 block	A3G deaminase	SENP1 inh	UBC13 polyUb	SENP8 block-2	SENP7 block	Apaf1 inhib
CCOc1ccc(CNC(=O)c2ccccc2NC(=O)C2=CSCCO2)cc1	6	-16	-7	0	-10	-16	5	15
O=S(=O)(Nc1ccc(-n2cnnn2)cc1)c1ccccc1F	12	-5	-5	2	3	10	-6	-6
N#Cc1c(NC(=O)/C=C/C(=O)O)sc2c1CCN(Cc1ccccc1)C2	12	12	1	-18	-9	-334	-1	9
COc1ccc(CNC(=O)Cn2ccc3cc(S(=O)(=O)N4CCCC4)ccc32)cc1OC	6	9	2	0	-6	11	1	7
CCN1C(=O)[C@H]2[C@@H](c3ccc(-c4cccc(Cl)c4)c(OC)c3)N[C@@](Cc3ccccc3)(C(=O)OC)[C@H]2C1=O	5	-21	-4	-1	-11	-93	-13	24
CCCCC(CC)CNC(=O)c1ccc2c(c1)OCO2 (configuration not stated)	-14	-37	-2	0	-6	-1	-13	8
O=C(COC(=O)C1CC2CCCC(C1)C2=O)c1cccc(Br)c1 (configuration not stated)	-6	-9	2	1	-4	6	1	1
Cc1ccc(C(=O)NCCCN2CCOCC2)c(C)c1	0	15	-5	-2	-1	23	1	0
Clc1ccc(Nc2ncnc3c2nnn3Cc2ccccc2)cc1	-4	1	-4	2	16	-71	-6	0
CCCN(S(=O)(=O)c1ccc(OCC)cc1)S(=O)(=O)c1cccs1	5	-3	-2	1	-2	-6	6	26
Cn1c(N)c(C(=O)COC(=O)C2CCC(C(C)(C)C)CC2)c(=O)n(C)c1=O (configuration not stated)	0	1	-2	0	6	16	2	13
COc1ccc(NC(=S)NNS(=O)(=O)c2ccc3ccccc3c2)c(OC)c1	9	5	-2	0	-5	12	-1	-2
Cc1cc2[nH]c(=O)c(=O)[nH]c2cc1S(=O)(=O)N1CCN(c2cccc(C(F)(F)F)c2)CC1	-7	-14	-2	2	-9	-195	-9	24
O=C(NC1CC(=O)N(c2ccc(F)cc2)C1)C(=O)c1c[nH]c2ccccc12 (configuration not stated)	-4	-9	-9	2	1	-1	14	4
Cc1ccc(-n2nc3c(N4CCC(C(=O)N5CCN(C)CC5)CC4)nnc(C)c3c2C)cc1	2	10	2	5	4	-230	1	12
Cc1ccc(S(=O)(=O)N2CCCCC2)cc1NC(=O)COC(=O)c1ccc(O)cc1	3	-8	-3	1	-4	2	10	5
CN(C)c1nc2c(c(N)nn2-c2ccc(Cl)cc2)c(=O)o1	-3	-9	-4	3	-9	13	-9	4
O=C(NC(=S)N1CCN(C(c2ccccc2)c2ccccc2)CC1)c1ccc(S(=O)(=O)N2CCOCC2)cc1	-5	-6	-11	0	15	12	-1	14
Cc1ccc2c(C)c(C(=O)NCc3ccc(S(N)(=O)=O)cc3)oc2c1C	4	-10	-3	0	-2	3	-2	-5
CN1CCN(S(=O)(=O)c2cccc(C(=O)Nc3cc(C(F)(F)F)ccc3N3CCCCC3)c2)CC1	-7	-2	11	-17	17	4	13	40*
Cn1c(SCC(=O)N2CCOCC2)nnc1-c1ccc2ncccc2c1	-1	-9	-5	1	3	13	2	-17
CCOC(=O)c1cn(CC)c2cc(Cl)c([N+](=O)[O-])cc2c1=O	-6	-11	-2	0	2	9	-5	-7
CC1Cc2cc(/C(O)=C3/C(=O)C(=O)N(Cc4ccco4)C3c3cccs3)ccc2O1 (configuration not stated)	5	14	-2	2	-9	-33	15	5
O=C(Nc1ccccc1C(F)(F)F)C1CCN(C(=O)c2cccs2)CC1	-1	-10	-9	4	-1	0	-7	-4
CCC(C)N(C(=O)Cn1nc(C)c([N+](=O)[O-])c1C)C1CCS(=O)(=O)C1 (configuration not stated)	-7	-16	0	2	3	10	0	12
CCCN1CCC(NC(=S)Nc2cccc(Cl)c2Cl)CC1	-8	-9	-14	1	-8	2	4	-1
COc1cc(NC(=O)CSc2nnc(-c3ccncc3)n2C2CCCCC2)ccc1NC(=O)c1ccco1	-2	-6	-6	-2	-2	4	-8	4
O=C(NCCN1CCN(C(=O)NC2CCCCC2)CC1)NC1CCCCC1	-13	-23	-3	-3	-2	17	-5	11
Cc1ccc(N2C(=O)c3oc4ccccc4c(=O)c3C2c2cccc(O)c2)nc1 (configuration not stated)	5	-3	-3	2	11	14	-8	1
O=C(Nc1ccccc1N1CCOCC1)c1ccc(OCc2cscn2)cc1	8	6	-5	-1	1	-1	4	9
COc1ccc(F)cc1S(=O)(=O)Nc1cc2c3c(c1)CC(=O)N3CCC2	-4	-19	-10	-1	-8	4	12	3
CC(C)Oc1ccc(C(CCNCc2ccc(O)cc2)c2ccccc2)cc1 (configuration not stated)	-9	-15	-9	0	32	12	-2	13
O=C(N/N=C/c1sc(=O)n(Cc2ccc(Br)cc2)c1Cl)c1ccco1	1	1	-4	-20	-25	-38	17	17
CCNC(=O)N1CCCC(C(=O)c2ccc3cc(OC)ccc3c2)C1 (configuration not stated)	-3	-5	28	2	12	-68	1	-8
CC1=CC=CC2=NC(=O)CC(C)(C(=O)N(CC(=O)NC3CCCC3)Cc3ccc(Cl)cc3)N12 (configuration not stated)	1	-4	-3	4	13	-312	0	4
COc1ccc(N2CCN(C(=O)[C@@H]3CCCN3C3=NS(=O)(=O)c4ccccc43)CC2)cc1	-9	-25	-10	2	-5	17	-6	4
CCOc1ccc2nc(N3CCCC(C(=O)NCCCN4CC(C)CC(C)C4)C3)sc2c1 (configuration not stated)	7	-4	-3	-2	18	18	2	20
CCCCN(C)CCNC(=O)CN1C(=O)CSc2ccc(S(=O)(=O)N3CCCCC3)cc21	-8	-18	-7	0	-3	3	-14	2
COc1cccc(C(=O)N2CCC(N3CC(C)OC(C)C3)CC2)c1 (configuration not stated)	5	14	-5	1	0	8	0	2
Cc1cc(C)n2c(SCc3ccccc3Cl)nnc2n1	-10	-18	-6	3	-6	15	1	8
c1cc(-c2ccncc2)ccn1	-8	-27	-3	1	-4	15	-7	-8
Cc1c(C(C)O)nnn1-c1nonc1N (configuration not stated)	1	-20	-5	1	-3	14	7	-10
Cc1cc(/C=C(\C#N)C(=O)NCc2cccs2)c(C)[nH]1	-6	-46	-11	-9	-10	-113	-3	8
COc1cc(CNc2ccc3[nH]c(=O)[nH]c3c2)cc(Br)c1OCC(=O)NC(C)(C)C	4	12	-3	-48	7	-169	3	17
N#CCN1C(=O)C(=O)N(Cc2cccc(Cl)c2)C1=O	4	9	-6	0	0	14	7	7
O=C(CNc1cccc(S(=O)(=O)N2CCOCC2)c1)Nc1ccc(C(F)(F)F)cc1	8	13	-7	2	-3	10	-3	-18
COc1cc(C2CC(=O)NC3=C2C(=O)CC(C)(C)C3)cc(OC)c1O (configuration not stated)	-9	-10	-3	0	2	16	-2	6
O=C(O)c1ccccc1N/C=C\[N+](=O)[O-]	-4	6	-1	-7	-9	-131	3	13

Of the compounds above, 10 contain an aryl methoxy group.
SMILES	SENP8 block-1	SENP6 block	A3G deaminase	SENP1 inh	UBC13 polyUb	SENP8 block-2	SENP7 block	Apaf1 inhib
COc1ccc(CNC(=O)Cn2ccc3cc(S(=O)(=O)N4CCCC4)ccc32)cc1OC	6	9	2	0	-6	11	1	7
CCN1C(=O)[C@H]2[C@@H](c3ccc(-c4cccc(Cl)c4)c(OC)c3)N[C@@](Cc3ccccc3)(C(=O)OC)[C@H]2C1=O	5	-21	-4	-1	-11	-93	-13	24
COc1ccc(NC(=S)NNS(=O)(=O)c2ccc3ccccc3c2)c(OC)c1	9	5	-2	0	-5	12	-1	-2
COc1cc(NC(=O)CSc2nnc(-c3ccncc3)n2C2CCCCC2)ccc1NC(=O)c1ccco1	-2	-6	-6	-2	-2	4	-8	4
COc1ccc(F)cc1S(=O)(=O)Nc1cc2c3c(c1)CC(=O)N3CCC2	-4	-19	-10	-1	-8	4	12	3
CCNC(=O)N1CCCC(C(=O)c2ccc3cc(OC)ccc3c2)C1 (configuration not stated)	-3	-5	28	2	12	-68	1	-8
COc1ccc(N2CCN(C(=O)[C@@H]3CCCN3C3=NS(=O)(=O)c4ccccc43)CC2)cc1	-9	-25	-10	2	-5	17	-6	4
COc1cccc(C(=O)N2CCC(N3CC(C)OC(C)C3)CC2)c1 (configuration not stated)	5	14	-5	1	0	8	0	2
COc1cc(CNc2ccc3[nH]c(=O)[nH]c3c2)cc(Br)c1OCC(=O)NC(C)(C)C	4	12	-3	-48	7	-169	3	17
COc1cc(C2CC(=O)NC3=C2C(=O)CC(C)(C)C3)cc(OC)c1O (configuration not stated)	-9	-10	-3	0	2	16	-2	6

Additional compounds:
SMILES	SENP8 block-1	SENP6 block	A3G deaminase	SENP1 inh	UBC13 polyUb	SENP8 block-2	SENP7 block	Apaf1 inhib
CC(Oc1cccnc1[N+](=O)[O-])C(=O)Nc1ccc(F)cc1 (configuration not stated)	6	-2	-1	0	6	11	4	6
O=C1CCC(C(=O)N2CCN(c3ccccc3)CC2)CN1CC1CCCCC1 (configuration not stated)	2	4	0	0	-24	1	2	10
O=[N+]([O-])c1ccc(CNc2ccc(Cl)cc2)s1	-1	19	-5	0	-8	42*	27	12
O=C(CSc1cccc[n+]1[O-])Nc1cc(S(=O)(=O)N2CCOCC2)ccc1N1CCOCC1	-11	-5	-3	1	-10	9	-5	-4
O=C1CN(C(=O)COC(=O)c2c(F)cccc2Cl)c2ccccc2N1	1	-4	-3	-10	5	-2	4	-3
Cc1cc(NC(=O)C2CCCN2C(=O)Nc2cccc(Cl)c2)ccc1-n1cnnn1 (configuration not stated)	-2	7	8	-1	5	5	5	4
CC(=O)Nc1ccc(S(=O)(=O)Nc2cc([N+](=O)[O-])ccc2C)cc1	-1	-6	-7	2	-7	4	-6	5
CC(=O)N=c1sc2c3ccccc3ccc2n1C	-11	-13	14	1	-6	-15	-9	-11
Cc1cc(C)nc(SCCN2CCCCC2)n1	4	-5	0	1	6	9	6	-10
C/C(=N\NC(=O)c1nnn(-c2nonc2N)c1-c1ccc2c(c1)OCO2)c1ccc(F)cc1	5	5	-4	4	-3	-94	-2	-6
CC12CN(NC(=O)c3ccccc3F)C3(C#N)CC1CCC23C (configuration not stated)	-7	-2	-7	1	22	9	-6	-4
COc1ccc(CC(=O)NCc2nnc(SCC(=O)Nc3nccs3)n2C)cc1	-1	-6	-1	2	-7	5	5	-10
O=C(COC(=O)COc1ccc2ccccc2c1)NC1CCCc2ccccc21 (configuration not stated)	-10	-30	-6	2	2	4	-4	7
O=S(=O)(Nc1ccc(-n2cnnn2)cc1)c1ccc(Cl)cc1	0	-18	-5	0	-3	6	5	-1
Cc1cc(S(=O)(=O)N2CCOCC2)ccc1OCC(=O)Nc1ccc(F)c(Cl)c1	6	-5	0	2	6	8	-2	12
Cc1noc(C)c1COC(=O)COc1ccc(C#N)cc1	-7	-6	-12	2	-2	12	-6	9
COc1ccc(NC(=O)CN(C)C(=O)CCC(=O)c2ccc(C)cc2)cc1	-8	-5	8	3	-4	-14	6	9
O=C(Nc1ccccc1)Nc1nnc(COc2ccccc2F)s1	-6	-6	-4	-1	7	9	1	10
N#Cc1ccccc1S(=O)(=O)c1ccccc1C(=O)Nc1ccccc1	-8	11	-7	2	0	0	-6	8
Cn1c(=O)[nH]c(=O)c2c1nc(SCC(O)CO)n2Cc1ccccc1Cl (configuration not stated)	-3	-13	-7	1	-3	10	-3	-9
COc1ccc2cc(S(=O)(=O)NC3CC(C)(C)NC(C)(C)C3)ccc2c1	12	-11	-8	2	7	-62	-5	-1
N#Cc1ccc(-c2ccc(OCC(O)CN3CCOCC3)cc2)cc1 (configuration not stated)	-2	0	4	-53	3	-89	1	4
